Compound activity from PubChem.
FBPA coupling cs: qHTS Assay for Inhibitors of Fructose-1,6-bisphosphate Aldolase from Giardia Lamblia: Coupling assay counterscreen. coupling enzyme system counterscreen, AmpLite Red fluorescence. activity change, negative = inhibition, % at 58.2 µM, hits read low. actives 0.67% (n = 290,000); in the data active = activity change below about -30%; note: % is set by controls: 0 for no effect and ±100 for the full control effect
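Coupling enzymes only (glyceraldehyde-3-phosphate) + compound, at 57.5 uM final, 10 min RT; add substrate/coupling/AmpLite Red mix, 20 min RT; fluorescence ex 525/em 598 nm. Actives flag coupling-system interference.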
Tb PFK block: qHTS Assay to Find Inhibitors of T. brucei phosphofructokinase; T. brucei PFK, ADP-Glo luminescence; Potency, µM (doses to about 57.5 µM), for the others: at the highest dose activity, negative = inhibition, hits mostly inhibitors; actives 0.17% (n = 330,000); ATP-dependent 6-phosphofructokinase (Trypanosoma brucei brucei), O15648;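 note: potency is the fitted concentration of half-maximal effect; 0% = uninhibited 1x PFK enzyme wells and -100% = no-enzyme wells; nearly all actives have a fitted effect of over 60% in size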
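Luminescent ADP detection (ADP-Glo, two-step: ATP depletion then ADP-to-ATP conversion for luciferase) reported PFK activity after 45 min room-temperature reaction of 1.25 nM enzyme with 0.5 mM F6P and 0.1 mM ATP at pH 8.0.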
hERG WT inh: qHTS for Inhibitors of KCHN2 3.1: Wildtype qHTS; Voltage-gated inwardly rectifying potassium channel KCNH2 (Homo sapiens), Q12809; U2OS, BacMam KCNH2, thallium flux FluxOr; stronger effect = lower value; activity change, % at 1.84 µM; actives 0.37% (n = 340,000);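 active = maximum activity change below -70%; inconclusive = maximum activity change between -70% and -50%; inactive = maximum activity change above -50%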; note: % is set by controls: 0 for no effect and ±100 for the full control effect
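U2OS cells transduced with wild-type KCNH2 virus are loaded with FluxOr dye for 45 min, and thallium flux is measured in kinetic reads before and after stimulation buffer. Rate constants are normalized to DMSO controls.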
BCR signal inh: qHTS Assay to Find Inhibitors of Chronic Active B-Cell Receptor Signaling; Potency, µM (doses to about 46.1 µM), for the others: at the highest dose ratio change, negative = lower green/red ratio, hits mostly inhibitors; actives 0.05% (n = 340,000); ABC-DLBCL IkBa-CBG/CBR reporter, luminescence ratio, 4 h; AID 493014, 2011; active = well fitted inhibition curve with a large enough effect in the signal ratio, with a control signal flat, not every such curve was filed as active; inconclusive = small, poorly fitted or top-dose-only effect, or effect the other way, or a change in a side signal; the % refers to the signal ratio;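 note: potency is the fitted concentration of half-maximal effect; plate controls were basal doxycycline-induced cells for no effect and cells given 10 µM MG132 for full effect; MG132 reads +100%, hits lower the ratio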
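Cell line TMD8 (human ABC DLBCL), stably expressing tet-inducible CBG68-IkBa fusion and CBR; IMDM/0.5% FBS; cpd up to 46 uM; dox induction, 4 h, 37C/5% CO2; dual luminescence; green/red ratio; MG132 control.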
Giardia kill: Small Molecules that selectively kill Giardia lamblia: qHTS; Giardia lamblia trophozoite viability; activity change, % at 7.66 µM, hits read low; actives 0.15% (n = 340,000); AID 540267, 2011; in the data active = activity change below about -80%; inconclusive = between about -30% and that limit;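 note: parasites exposed to compound for two days anaerobically before the ATP read; % is set by controls: 0 for no effect and ±100 for the full control effect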
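Luminescent ATP signal served as the viability read-out, measured 15-30 min after adding ATP detection reagent to trophozoites that had been incubated with compounds for 48 hrs at 37 deg C anaerobically at 100 cells/well.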
CXXC DNA block: qHTS Fluorescence Polarization Assay for Inhibitors of MLL CXXC domain - DNA interaction; Potency, µM (doses to about 115 µM), inactives show at the highest dose activity change, negative = inhibition, actives largely listed as inhibitors; Histone-lysine N-methyltransferase 2A (Homo sapiens), Q03164; actives 0.037% (n = 290,000); AID 2662, 2010; MLL-CXXC / FITC-HOXA9 DNA fluorescence polarization; active = well fitted inhibition curve with a large enough effect in the polarisation, with a control signal flat, not every such curve was filed as active; inconclusive = small, poorly fitted or top-dose-only effect, or effect the other way, or a change in a side signal; inactive = no such curve, though single readings can be large or run the other way; the % refers to the polarisation; note: potency is the fitted concentration of half-maximal effect
Target sequence (Q03164 whole entry, looked up, the tested form may be a part): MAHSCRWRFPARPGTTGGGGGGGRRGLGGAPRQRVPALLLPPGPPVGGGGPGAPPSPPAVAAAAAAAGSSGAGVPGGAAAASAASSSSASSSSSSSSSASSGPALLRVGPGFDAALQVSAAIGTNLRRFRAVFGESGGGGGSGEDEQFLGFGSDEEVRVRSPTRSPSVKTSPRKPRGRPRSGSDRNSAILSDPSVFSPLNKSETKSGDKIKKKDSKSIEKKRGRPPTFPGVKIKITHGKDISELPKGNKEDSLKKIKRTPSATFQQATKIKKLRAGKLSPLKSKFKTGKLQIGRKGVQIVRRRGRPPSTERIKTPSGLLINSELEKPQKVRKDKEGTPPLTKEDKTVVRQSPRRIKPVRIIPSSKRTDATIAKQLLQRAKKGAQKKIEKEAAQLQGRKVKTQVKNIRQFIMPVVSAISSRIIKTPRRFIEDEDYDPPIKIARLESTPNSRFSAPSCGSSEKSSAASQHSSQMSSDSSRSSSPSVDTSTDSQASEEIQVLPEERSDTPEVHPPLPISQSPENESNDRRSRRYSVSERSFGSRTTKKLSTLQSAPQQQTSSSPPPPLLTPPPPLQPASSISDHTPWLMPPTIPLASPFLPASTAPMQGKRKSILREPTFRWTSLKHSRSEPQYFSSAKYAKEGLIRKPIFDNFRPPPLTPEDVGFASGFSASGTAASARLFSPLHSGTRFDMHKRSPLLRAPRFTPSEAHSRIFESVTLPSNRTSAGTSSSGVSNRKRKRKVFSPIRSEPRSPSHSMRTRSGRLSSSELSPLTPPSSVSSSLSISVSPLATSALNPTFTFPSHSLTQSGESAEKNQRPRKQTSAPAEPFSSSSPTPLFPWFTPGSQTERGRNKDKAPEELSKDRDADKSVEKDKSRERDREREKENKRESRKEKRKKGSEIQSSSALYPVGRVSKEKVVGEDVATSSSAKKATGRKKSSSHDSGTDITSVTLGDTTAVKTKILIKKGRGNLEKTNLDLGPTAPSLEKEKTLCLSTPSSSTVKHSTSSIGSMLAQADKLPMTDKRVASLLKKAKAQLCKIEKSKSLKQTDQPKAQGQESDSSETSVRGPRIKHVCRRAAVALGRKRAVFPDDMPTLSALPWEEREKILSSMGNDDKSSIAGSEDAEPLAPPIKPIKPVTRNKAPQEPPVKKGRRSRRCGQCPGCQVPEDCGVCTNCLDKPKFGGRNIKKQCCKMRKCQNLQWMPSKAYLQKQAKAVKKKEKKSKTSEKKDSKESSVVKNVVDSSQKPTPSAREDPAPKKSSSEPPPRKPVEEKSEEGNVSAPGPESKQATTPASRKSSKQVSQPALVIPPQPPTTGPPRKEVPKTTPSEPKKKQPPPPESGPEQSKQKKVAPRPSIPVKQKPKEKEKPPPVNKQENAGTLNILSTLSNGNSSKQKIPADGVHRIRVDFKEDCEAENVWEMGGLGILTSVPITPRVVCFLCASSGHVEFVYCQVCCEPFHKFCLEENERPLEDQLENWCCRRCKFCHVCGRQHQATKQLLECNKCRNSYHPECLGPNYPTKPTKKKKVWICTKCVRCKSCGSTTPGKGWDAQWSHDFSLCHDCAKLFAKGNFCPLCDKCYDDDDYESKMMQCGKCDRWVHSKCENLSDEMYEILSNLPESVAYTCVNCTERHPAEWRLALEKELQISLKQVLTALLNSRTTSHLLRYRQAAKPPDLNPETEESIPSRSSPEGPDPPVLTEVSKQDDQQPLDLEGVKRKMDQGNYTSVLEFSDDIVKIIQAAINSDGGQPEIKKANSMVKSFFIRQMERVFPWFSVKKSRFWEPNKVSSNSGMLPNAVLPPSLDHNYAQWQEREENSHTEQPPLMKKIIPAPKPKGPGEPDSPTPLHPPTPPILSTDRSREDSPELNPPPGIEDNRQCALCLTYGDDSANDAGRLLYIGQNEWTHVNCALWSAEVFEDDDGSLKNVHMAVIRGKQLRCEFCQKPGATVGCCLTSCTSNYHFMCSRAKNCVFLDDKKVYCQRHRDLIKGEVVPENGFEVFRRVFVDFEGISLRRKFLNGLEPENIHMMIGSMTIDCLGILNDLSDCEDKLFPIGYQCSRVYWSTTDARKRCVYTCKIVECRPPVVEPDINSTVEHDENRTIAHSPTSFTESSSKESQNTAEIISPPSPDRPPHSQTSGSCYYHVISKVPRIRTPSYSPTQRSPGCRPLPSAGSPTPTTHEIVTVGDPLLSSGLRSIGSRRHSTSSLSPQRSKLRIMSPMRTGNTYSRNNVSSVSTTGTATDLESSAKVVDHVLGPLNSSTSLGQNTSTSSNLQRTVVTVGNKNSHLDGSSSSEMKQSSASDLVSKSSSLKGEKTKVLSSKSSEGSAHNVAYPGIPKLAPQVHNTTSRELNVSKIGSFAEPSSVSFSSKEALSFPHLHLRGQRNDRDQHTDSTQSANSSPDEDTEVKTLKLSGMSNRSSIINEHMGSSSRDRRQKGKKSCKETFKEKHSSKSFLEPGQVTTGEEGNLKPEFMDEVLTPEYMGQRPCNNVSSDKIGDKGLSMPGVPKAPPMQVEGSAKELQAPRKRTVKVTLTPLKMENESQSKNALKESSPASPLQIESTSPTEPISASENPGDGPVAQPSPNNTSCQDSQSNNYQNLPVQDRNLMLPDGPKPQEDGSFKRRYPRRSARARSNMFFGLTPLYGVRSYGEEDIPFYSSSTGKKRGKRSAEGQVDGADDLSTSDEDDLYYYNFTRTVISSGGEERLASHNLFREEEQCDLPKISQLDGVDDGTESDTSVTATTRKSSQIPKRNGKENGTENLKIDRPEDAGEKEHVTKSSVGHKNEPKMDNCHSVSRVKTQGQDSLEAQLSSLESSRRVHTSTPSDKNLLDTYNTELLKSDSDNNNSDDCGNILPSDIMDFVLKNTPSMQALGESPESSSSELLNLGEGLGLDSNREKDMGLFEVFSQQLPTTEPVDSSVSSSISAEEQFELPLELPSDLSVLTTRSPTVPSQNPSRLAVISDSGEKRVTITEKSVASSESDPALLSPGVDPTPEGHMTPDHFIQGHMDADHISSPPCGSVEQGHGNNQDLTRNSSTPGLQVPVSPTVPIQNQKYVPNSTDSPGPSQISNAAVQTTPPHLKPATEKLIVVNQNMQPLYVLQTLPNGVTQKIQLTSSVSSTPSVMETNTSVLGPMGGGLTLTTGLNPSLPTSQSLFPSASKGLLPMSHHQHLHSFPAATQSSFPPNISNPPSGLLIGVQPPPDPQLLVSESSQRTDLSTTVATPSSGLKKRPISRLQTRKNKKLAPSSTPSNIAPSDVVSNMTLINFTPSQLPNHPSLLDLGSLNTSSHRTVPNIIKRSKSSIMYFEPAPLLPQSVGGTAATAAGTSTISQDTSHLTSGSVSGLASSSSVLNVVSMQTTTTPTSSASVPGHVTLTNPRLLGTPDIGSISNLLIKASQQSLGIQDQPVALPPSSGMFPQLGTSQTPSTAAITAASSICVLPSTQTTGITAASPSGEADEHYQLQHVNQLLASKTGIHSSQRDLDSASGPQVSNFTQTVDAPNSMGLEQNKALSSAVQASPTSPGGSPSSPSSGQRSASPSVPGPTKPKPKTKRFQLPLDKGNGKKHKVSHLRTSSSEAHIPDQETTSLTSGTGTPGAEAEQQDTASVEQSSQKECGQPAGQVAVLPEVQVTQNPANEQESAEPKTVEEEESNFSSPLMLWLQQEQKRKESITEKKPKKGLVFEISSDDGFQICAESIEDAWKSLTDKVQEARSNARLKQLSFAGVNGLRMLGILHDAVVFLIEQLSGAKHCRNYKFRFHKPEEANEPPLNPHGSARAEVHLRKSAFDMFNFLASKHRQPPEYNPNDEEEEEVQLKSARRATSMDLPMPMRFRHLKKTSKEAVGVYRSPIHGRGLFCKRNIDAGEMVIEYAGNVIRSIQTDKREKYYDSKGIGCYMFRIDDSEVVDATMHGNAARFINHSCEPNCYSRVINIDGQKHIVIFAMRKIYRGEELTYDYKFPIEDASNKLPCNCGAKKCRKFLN
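Fluorescence polarization: 7 uM MLL-CXXC (stock) preincubated 5 min with compounds, then 50 nM fluorescein-HOX-A9 DNA (stock) added; 30 min ambient. Buffer 50 mM Tris-HCl pH 7.5, 50 mM NaCl, 1 mM DTT, 0.05% BSA.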
TCR activator: Activators of T cell receptors: qHTS campaign | primary human leukocytes, anti-CD3, IL-2 HTRF, 48 h | Potency, µM (doses to about 9.22 µM), for inactives: at the highest dose activation of IL-2 secretion, usual class: activators | 330,000 tested, under 10 active; note: % of control where 0% means no effect
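Readout: HTRF IL-2, Eu-cryptate/d2 antibody pair, 320nm excitation, 665nm emission. Stimulus: a-CD3 beads, no co-stimulation. Cells: primary human leukocytes. Exposure: 48 hr with compound.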
TSHR antag: Antagonists of the Thyroid Stimulating Hormone Receptor: HTS campaign; Thyrotropin receptor (Homo sapiens), P16473; actives 0.2% (n = 330,000); activity change, negative = inhibition, % at 11.5 µM; AID 504810, 2011; TSHR-expressing cells, TSH-stimulated cAMP HTRF, 2 h; stronger effect = lower value;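 active = activity change below a set negative limit, meaning inhibition stronger than a set level, cut at about -70% in these data; inconclusive = activity change between two set negative limits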; note: % is set by controls: 0 for no effect and ±100 for the full control effect
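TSHR-expressing cells were treated with compounds, then stimulated with TSH at EC80 (4nM final) for 2 hours at 37 deg C. Cellular cAMP was measured by HTRF competition between lysate cAMP and cAMP-d2 for a cryptate-labelled anti-cAMP antibody.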
GALK inh: qHTS Assay for Inhibitors of Human Galactokinase (GALK). Purified GALK, Kinase-Glo residual ATP luminescence. P51570. Potency, µM (top dose mostly 57.5 µM), for the others: top-dose activity change, negative = inhibition, usual class: inhibitors. actives 0.007% (n = 270,000); note: potency is the fitted concentration of half-maximal effect; % is set by controls: 0 for no effect and ±100 for the full control effect
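Luminescence from leftover ATP (Ultra-Glo luciferase/luciferin) served as read-out after a 1 h room-temperature reaction of 5 nM GALK with 35 uM ATP and 100 uM galactose.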
A-T KAP1 phos: qHTS Assay for Identifying a Potential Treatment of Ataxia-Telangiectasia | […] A-T fibroblasts, KAP-1 phosphorylation AlphaLISA; neocarzinostatin DNA damage 30 min before lysis | Potency, µM (highest dose often 57.5 µM), for the others: at the top dose activation, actives largely listed as activators | actives 0.19% (n = 320,000); note: potency is the fitted concentration of half-maximal effect; % of control where 0% means no effect; nearly all actives have a fitted effect of over 45% in size
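ATM-like activity read as KAP-1 phosphorylation via AlphaLISA donor/acceptor antibody pairs after lysis and 6 hr at 25C. Cells were ATM-null patient fibroblasts ([…], hTERT), dosed 60 min, then exposed to the DSB inducer NCS for 30 min.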
* marks the source's active call; other numbers are inactive results; ? = inconclusive; . = no result given; & = joins results of further samples; [ ] = remark or other dose. Unless noted, calls come from the whole dose curve; as a rule, active = well fitted curve in the direction sought with a large enough effect; inconclusive = small, poorly fitted or top-dose-only effect, or another doubt; inactive = no such curve, though single readings can be large; an effect the other way counts as inactive or inconclusive.

Molecule	FBPA coupling cs	Tb PFK block	hERG WT inh	BCR signal inh	Giardia kill	CXXC DNA block	TCR activator	TSHR antag	GALK inh	A-T KAP1 phos
COc1ccc(C2/C=C\CN(Cc3ccco3)CC(=O)N2Cc2ccc(F)cc2)cc1 (configuration not stated)	0.5&0.3	3.3%	-0.1	0.6%	-0.9&19.6	-2.2%	-3.8%	-7.5	-0.1%	-25.8%
O=C(NCc1nc(-c2ccc(C(F)(F)F)cc2)no1)Nc1ccc(OC(F)(F)F)cc1	-4.7	-9.8%	-7.8	6.8%	-1.5	-3.8%	-4.5%	?	.	30.3%
CC(C)(C)N(Cc1ccccc1)C(=O)CCc1ccccc1	11.1	-9.1%	-1.2	2.6%	-13.6	4.9%	5.1%	18.4	4.4%	13.5%
COc1cccc(Nc2nnc(SCc3cc([N+](=O)[O-])cc4c3OCOC4)s2)c1	-5.4	2.5%	-3.7	0.5%	-13.4	0.0%	-6.8%	-1.4	3.6%	-0.6%
CCn1c(COc2ccccc2C)nnc1SCC(=O)N1CCCCC1	0.3	-4.3%	-2.5	-6.4%	3.6	-3.2%	1.6%	4.0	-0.9%	4.8%
CCOC(=O)c1nn2c(C(F)(F)F)cc(-c3ccc(OC)cc3)nc2c1Br	0.9	-6.1%	0.5	2.6%	36.5[activator]	7.8%	.	5.8	3.0%	1.7%
O=c1[nH]nc(SCc2nnc(-c3ccc([N+](=O)[O-])cc3)o2)n1C1CCCCC1	2.3	0.4%	34.3	-0.5%	-22.9	1.1%	-3.3%	-8.2	6.2%	-1.5%
CC1(C)N([O-])C2=C(c3ccccc3C2=O)[N+](=O)C1(C)C	-21.1	2.6%	-8.9	-13.1%	8.6	-0.3%	-17.4%	4.5	4.3%	.
CCC(=O)Nc1c(C)ccc2nsnc12	1.1	-1.4%	-1.1	0.9%	15.7	-10.5%	-1.8%	-3.1	0.1%	3.3%
Cc1ccc(C(=O)NCc2ccc(F)cc2)cc1NC1=NC2CS(=O)(=O)CC2S1 (configuration not stated)	4.4	-2.8%	8.4	3.0%	6.6	-4.5%	3.8%	12.5	.	-4.0%
O=C1CCCC(O)=C1C=Nc1cccc(C(F)(F)F)c1	0.0	0.1%	0.8	?	-12.6	-1.4%	1.0%	-8.6	-1.1%	2.9%
C=CCSc1nnc(NC(=O)c2nc(SCC)ncc2Cl)s1	0.1	0.5%	2.0	20.1%	-5.4	-26.3%	4.5%	-0.3	-0.8%	-6.0%
Cc1cc(-c2cc(N)n(-c3ccccc3)n2)c(C)n1C1CCCC1	-0.6	-0.7%	3.7	-1.0%	-3.1	-0.6%	.	-10.8	2.3%	2.6%
Cc1ccc(Cn2cccc(NS(C)(=O)=O)c2=O)cc1	-12.6	-7.2%	-12.0	3.4%	4.0	1.1%	2.2%	6.6	2.1%	-14.4%
c1ccc2c(-n3cnnn3)cccc2c1	3.5	-0.8%	-23.0	-0.3%	-1.7	2.1%	7.7%	5.9	2.5%	6.3%
Cc1ccc(Oc2ncccc2NC(=O)CCCC(=O)O)c2c1CCC2	0.6	0.8%	27.4	0.0%	-25.1	-9.6%	-2.5%	-6.1	4.7%	1.1%
CC1(C)CC(=O)c2cnc(NC(=O)CSC(=S)N3CCCCC3)nc2C1	-2.0	-8.7%	5.6	0.4%	-7.7	-0.5%	2.4%	5.2	-1.3%	-7.7%
CCCCCOC(=O)C1=C(C)NC(=O)NC1c1ccc([N+](=O)[O-])cc1 (configuration not stated)	-1.8	-6.5%	0.5	?	16.7	-6.5%	.	2.0	2.1%	-1.5%
O=C(NC(=S)N1CCN(c2ccc(F)cc2)CC1)c1cccs1	-1.0	0.7%	-14.2	?	-6.1	-0.8%	1.3%	-5.9	13.0%	-3.6%
Cc1nc(NC(=O)c2c(-c3ccccc3)noc2C)sc1C(=O)N(C)C	.	1.9%	-5.7	12.8%	2.1	3.6%	-1.6%	3.6	0.6%	9.4%
Cc1cccc2cc3c(nc12)SC(=NCC1CCCO1)N(Cc1ccco1)C3 (configuration not stated)	6.6	-1.3%	-18.8	?	-20.4	-2.5%	0.2%	-26.6	1.9%	5.9%
CCc1ccc(CNC(=O)c2ccc(OC3CCN(C(C)=O)CC3)c(OC)c2)nc1	.	0.4%	-13.8	-1.3%	-6.3	4.5%	-3.2%	-1.2	-2.1%	9.6%
CCOc1ccc(N2C(=O)CC(N3CC(C)OC(C)C3)C2=O)cc1 (configuration not stated)	-0.8	2.3%	-1.6	-0.3%	-6.7	-2.6%	-5.9%	19.3	-0.2%	3.4%
COCCn1c(SCc2ccccc2Cl)nc2c1c(=O)[nH]c(=O)n2C	2.8	-3.7%	8.8	-9.3%	5.6	4.6%	-0.3%	-0.5	5.6%	7.6%
Fc1ccc(NC(=S)N/N=C/c2cccc(Br)c2)c(F)c1	2.9	0.1%	10.8	?	-10.1	22.3%	0.9%	-12.3	0.0%	2.5%
CCCCn1c(C)cc2c(c1=O)C1O[C@](CCCC)(Cc3cc(C#N)ccc31)O2	-5.2	1.9%[11.5 µM]	.	25.0%[9.22 µM]	.	-4.8%[23 µM]	.	.	.	12.6%[11.5 µM]
COCCNC(=O)c1ccccc1NC(=O)c1ccc(OC)c(OC)c1	1.3	-4.3%	-7.3	3.7%	5.4	-3.2%	4.6%	5.4	0.1%	3.8%
CC1=NN(C(C#N)c2ccc(F)cc2)C(c2ccccc2)C1 (configuration not stated)	5.0	5.7%	-3.3	1.1%	24.2	-6.5%	.	19.5	-2.1%	7.1%
O=C(O)c1ccc(-n2c(=O)c3ccccc3c3ccccc3c2=O)cc1	2.6	-6.1%	-5.0	?	17.5	-17.0%	-1.7%	29.2	2.8%	5.9%[11.5 µM]
O=C(CCCN=C1NS(=O)(=O)c2ccccc21)OCc1ccc(F)cc1	.	1.3%	-11.3	6.4%	-9.1	.	6.7%	6.5	.	0.4%
O=C(CN1C(=O)S/C(=C\c2ccccc2F)C1=O)NCCCn1ccnc1	.	3.1%	6.1	-8.5%	-29.9	38.7%[activator]	-0.7%	8.0	-6.2%	-10.5%
O=C1CCN(Cc2ccc(O)cc2)CCN1[C@H](CO)c1ccccc1	0.4	2.3%	-3.3	0.9%	29.2	1.5%	-5.5%	27.5	.	8.4%
C#Cc1ccc([C@@H]2C=C(C(=O)O)O[C@H](OCCCCO)C2)cc1	10.6	-9.0%	9.3	-8.5%	-24.0	2.1%	-0.3%	-4.2	-2.2%	-8.0%
CCC(=O)Nc1cccc(-c2nc3ccccc3o2)c1	0.3	-6.6%	-3.8	14.1%	-0.3	1.5%	-4.7%	7.3	-0.3%	1.5%
COc1ccc(CCNCC(=O)N2C(C)CCCC2C)cc1OC (configuration not stated)	0.9	-1.7%	7.0	-1.2%	-2.8	-0.4%	5.2%	-8.4	1.0%	-1.9%
O=C1CC(c2ccc(F)cc2)Sc2ccccc2N1 (configuration not stated)	0.1	0.9%	15.3	0.6%	-5.9	-2.3%	4.8%[46.1 µM]	9.6	-3.0%	1.3%
CC(C(=O)NC1CCCCCC1)c1ccc([N+](=O)[O-])cc1 (configuration not stated)	1.5	-2.1%	-6.8	2.5%	-19.2	23.3%	2.8%	3.7	3.3%	8.6%
COc1ccccc1N1C[C@@H]2C[C@@H](c3ccco3)N3CCC[C@@]23C1=O	0.6	7.1%	10.6	-6.8%	5.4	2.7%	-0.6%	26.8	-2.5%	8.2%
CCOC(=O)c1[nH]c(C)c(C(=O)NC2CCCCC2)c1C	5.7	-5.0%	2.3	-4.5%	-2.1	-10.1%	2.7%	-0.4	-0.4%	.
O=C(Nc1nnc(S(=O)(=O)Cc2ccc(F)cc2)s1)c1ccccc1F	.	-11.8%	-10.9	11.6%	26.3	6.4%	1.6%	8.3	6.8%	20.4%
O=C(Nc1ccc(F)cc1F)c1cccc(S(=O)(=O)N2CCCCC2)c1	.	-1.8%	15.2	-13.6%	-0.9	.	.	0.3	.	4.7%
Cc1cccc2cc(CN(CCCO)C(=O)Nc3ccccc3Cl)c(=O)[nH]c12	1.4	13.8%	7.8	?	-5.3	0.4%	-15.6%	4.4	-5.5%	3.7%
COc1cccc(C(=O)OCCCN(C)C)c1	1.4	3.1%	15.4	10.2%	27.7	0.6%	2.2%[46.1 µM]	-1.4	1.8%	3.0%
